High-throughput results: PubChem, The Scripps Research Institute Molecular Screening Center
proKLK7 act: proKLK7 zymogen activators, primary screen, biochemical, fluorescence intensity; Kallikrein-7 (Homo sapiens), P49862; purified proKLK7, EDANS-DABCYL substrate fluorescence; 100% is mature enzyme control, 0% vehicle; activation, % at 7 µM; hit rate 0.9% among 370,000; AID 652039, 2013;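 active means activation above the mean of all tested compounds plus 3 SD, computed per campaign excluding outliers beyond control limits, cut at about 13% in these data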
ARFGAP1 inhibitor: inhibitors of rat ARFGAP1 GAP activity, primary screen, biochemical, fluorescence polarization, GDP tracer; ADP-ribosylation factor GTPase-activating protein 1 (Rattus norvegicus), Q62848; Arfgap1-stimulated ARF1 GTP hydrolysis, GDP FP detection; inhibition, % at 16.5 µM; hit rate 0.26% among 360,000;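 active means inhibition above a per-plate limit, mean inhibition of low control wells plus 3 SD, cut at about 25% in these data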;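 further: 0% = DMSO wells with enzyme and 100% = wells lacking Arfgap1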
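Material: rat Arfgap1 catalytic domain, aa 1-136; also added: human ARF1(Δ1-17)-GTP substrate; compound dosing: one concentration, 16.5 µM, DMSO 1.26%; incubation: GTP hydrolysis reaction 2 h at 25 °C; measured by: Tracer-displacement fluorescence polarization with EDTA stop, 620/688 nm; evaluation: % inhibition from polarization; repeats: one replicate per compound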
DDE Tn6 FP inh: inhibitors of Tn6 peptide binding to fibrin DD(E), primary screen, biochemical, fluorescence polarization, human fibrin, Tn6 probe; Fibrin DD(E) TRITC-Tn6 fluorescence polarization displacement; hit rate 0.21% among 370,000; inhibition, % at 8.3 µM;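 active means inhibition above a per-campaign cutoff: mean of compounds within control limits plus 3 SD, cut at about 15% in these data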;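 further: 0% = median of all compound wells on the plate and 100% = blocking peptide control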
ASAP1 inh: inhibitors of human ASAP1 ArfGAP activity, primary screen, biochemical, fluorescence polarization. Arf-GAP with SH3 domain, ANK repeat and PH domain-containing protein 1 (Homo sapiens), …. ASAP1-stimulated ARF1 GTP hydrolysis, GDP FP detection. inhibition, % at 16.5 µM. hit rate 0.19% among 360,000. AID 624377, 2012; in the data active means inhibition above about 25%;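 further: 0% = vehicle with enzyme and substrate and 100% = no enzyme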
PLC-beta3 inh: human PLC-beta3 inhibitors, primary screen, biochemical, fluorescence | inhibition, % at 12.2 µM | hit rate 0.18% among 370,000 | Purified PLC-beta3, fluorogenic substrate | AID 720704, 2013; in the data active means inhibition above about 11%;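 further: 0% = median of compound wells on plate and 100% = full blocker control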
PLCg1 inh: PLC-gamma1 enzyme inhibitors, primary screen, biochemical, fluorescence, purified enzyme. AID 720700, 2013. 1-phosphatidylinositol 4,5-bisphosphate phosphodiesterase gamma-1 (Homo sapiens), P19174. fluorogenic substrate. hit rate 0.84% among 370,000. inhibition, % at 12.2 µM; in the data active means inhibition above about 9.5%
Target sequence (P19174 whole entry, looked up): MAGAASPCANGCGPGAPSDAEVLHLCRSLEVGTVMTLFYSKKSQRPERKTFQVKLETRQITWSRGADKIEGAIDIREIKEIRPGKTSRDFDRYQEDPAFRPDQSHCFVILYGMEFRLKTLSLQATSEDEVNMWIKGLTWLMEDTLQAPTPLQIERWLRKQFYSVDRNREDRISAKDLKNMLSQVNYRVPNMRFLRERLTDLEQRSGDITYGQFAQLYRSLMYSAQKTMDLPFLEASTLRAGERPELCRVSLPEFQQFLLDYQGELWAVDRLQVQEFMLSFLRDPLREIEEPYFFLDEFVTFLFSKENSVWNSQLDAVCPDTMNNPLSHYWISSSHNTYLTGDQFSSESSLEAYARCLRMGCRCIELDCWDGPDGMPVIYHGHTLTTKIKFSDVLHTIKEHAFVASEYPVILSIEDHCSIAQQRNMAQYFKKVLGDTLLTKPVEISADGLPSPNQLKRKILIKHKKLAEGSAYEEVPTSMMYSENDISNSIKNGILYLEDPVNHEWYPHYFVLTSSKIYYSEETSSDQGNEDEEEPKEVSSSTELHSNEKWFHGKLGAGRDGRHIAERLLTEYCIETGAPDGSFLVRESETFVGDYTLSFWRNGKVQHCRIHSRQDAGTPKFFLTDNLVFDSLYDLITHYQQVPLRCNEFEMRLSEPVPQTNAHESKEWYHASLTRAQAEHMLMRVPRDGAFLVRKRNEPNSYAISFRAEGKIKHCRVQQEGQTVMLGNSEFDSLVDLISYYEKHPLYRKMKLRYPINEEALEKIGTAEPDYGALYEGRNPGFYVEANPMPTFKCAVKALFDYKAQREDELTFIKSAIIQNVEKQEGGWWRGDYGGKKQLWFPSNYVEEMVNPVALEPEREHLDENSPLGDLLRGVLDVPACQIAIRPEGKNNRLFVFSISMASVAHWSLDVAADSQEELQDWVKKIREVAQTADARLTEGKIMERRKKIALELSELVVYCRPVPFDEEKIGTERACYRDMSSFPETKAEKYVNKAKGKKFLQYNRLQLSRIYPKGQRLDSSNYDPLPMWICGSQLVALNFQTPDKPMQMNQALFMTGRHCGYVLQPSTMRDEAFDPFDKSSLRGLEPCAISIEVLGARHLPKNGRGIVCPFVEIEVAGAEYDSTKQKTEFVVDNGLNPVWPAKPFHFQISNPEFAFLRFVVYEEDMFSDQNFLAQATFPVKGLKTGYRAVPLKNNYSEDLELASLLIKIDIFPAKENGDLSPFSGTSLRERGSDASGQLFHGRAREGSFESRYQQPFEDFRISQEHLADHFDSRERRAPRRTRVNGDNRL
Tn7 DDE FP: inhibitors of Tn7 peptide binding to fibrin DD(E), primary screen, biochemical, fluorescence polarization, human fibrin, Tn7 probe | FP displacement of FITC-Tn7 peptide from fibrin DD(E); 0% = median of compound wells per plate | inhibition, % at 8.3 µM | hit rate 0.13% among 370,000 | AID 720508, 2013;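 active means inhibition above the mean of compounds falling within the control limits plus 3 SD of them, cut at about 14% in these data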;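 further: 0% = plate median of compound wells and 100% = 10 µM Aha-Tn7 peptide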
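Measure: % inhibition scaled between sample-field median and high-control FP; Test system: human fibrin DD(E); Quantity: 2 µM final DD(E) protein; Doses: one dose, 8.3 µM nominal; Schedule: compound with protein 10 min, then 3 h after probe, room temperature; Detection: fluorescence polarization; Medium: Tris buffer with calcium and detergent, pH 7.8.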
UHRF1 binding: UHRF1 methylated DNA binding inhibitors, primary screen, counter-screen for MBD2 inhibitor project, biochemical, TR-FRET, human UHRF1, single concentration | E3 ubiquitin-protein ligase UHRF1 (Homo sapiens), Q96T88 | UHRF1 binding to methylated oligo | inhibition, % at 4.4 µM | hit rate 0.75% among 370,000; in the data active means inhibition above about 21%;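 further: UHRF1 SRA domain binding a hemimethylated CpG hairpin DNA probe; 0% = median of test compound wells and 100% = reference inhibitor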
ADAM17 inh: ADAM17 inhibitors, primary screen, biochemical, QFRET; Disintegrin and metalloproteinase domain-containing protein 17 (Homo sapiens), P78536; recombinant ADAM17, EDANS/DABCYL FRET peptide cleavage; inhibition, % at 6.95 µM; hit rate 0.83% among 370,000; AID 720648, 2013;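 active means inhibition above the mean of compounds lying between control limits plus 3 SD, set per campaign, cut at about 8.5% in these data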;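 further: 0% = DMSO-only wells as the low control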
MBD2 inh: inhibitors of MBD2 binding to methylated DNA, primary screen, biochemical, TR-FRET, DNA-binding domain, human. Methyl-CpG-binding domain protein 2 (Homo sapiens), Q9UBB5. MBD2 binding to methylated oligonucleotide. inhibition, % at 4.4 µM. hit rate 0.31% among 370,000. AID 686964, 2013; in the data active means inhibition above about 13%
Starred values were filed as active, the others as inactive; / = not tested or not shown.

SMILES	proKLK7 act	ARFGAP1 inhibitor	DDE Tn6 FP inh	ASAP1 inh	PLC-beta3 inh	PLCg1 inh	Tn7 DDE FP	UHRF1 binding	ADAM17 inh	MBD2 inh
CCOC(=O)Cn1cc(-c2ccccc2)nn1	0.0	0	3	7	-1	4	-6	12	-3	4
Cc1cccc(-n2nc3c(c2NC(=O)c2ccc(Br)o2)CSC3)c1	0.1	-10	-2	3	-1	-3	-3	-3	3	-1
Cc1ccc(OCC(=O)Nc2nnc(C3CCCO3)s2)c(Br)c1 (configuration not stated)	0.5	-5	7	14	0	0	0	0	1	1
Cc1cc2ncn(-c3ncnc4sc(C)c(C)c34)c2cc1C	-0.2	-2	7	1	-2	1	0	1	-1	1
COC(=O)c1[nH]c(C)c(/C(O)=C2\C(=O)C(=O)N(CCN(C)C)C2c2ccccc2OC)c1C (configuration not stated)	0.5	8	-9	6	2	3	1	-5	-1	-2
CC1CCCC(C)N1C(=O)COC(=O)CSc1ccc([N+](=O)[O-])cc1 (configuration not stated)	0.6	-2	7	7	-7	-2	-3	-2	-2	1
CCCSc1ccc([C@H]2N[C@@](C)(C(=O)OC)[C@H]3C(=O)N(C)C(=O)[C@@H]23)cc1OC	-0.1	0	2	-9	-2	-2	-4	-2	-4	-5
COc1ccc(S(=O)(=O)NC(=O)C2(C)CCN2C(=O)c2cccc(F)c2)cc1 (configuration not stated)	0.3	-1	1	-4	1	-2	10	1	-4	4
C[C@H](NC(=O)C[C@@H]1CC[C@H]2[C@@H](COC[C@H](O)CN2Cc2ccc(C(F)(F)F)cc2)O1)c1ccccc1	-0.5	-4	0	-7	3	2	-2	4	3	-7
O=C(NCc1cccs1)Nc1cccc(Cl)c1	-0.5	8	7	-4	-7	-1	5	-1	-3	-1
O=[N+]([O-])C1=CC=C2C(=NC3(CCCCC3)N2O)C1=NCCO	0.4	-4	-4	6	5	2	0	-25	3	-29
COC(=O)CSc1nnc(-c2ccc(OC)cc2OC)o1	0.1	9	5	10	4	-20	-1	1	-2	-2
CC1(C)C2CCC(C2)C1C/C=N/NC(N)=S (configuration not stated)	-1.0	-2	-9	-9	-3	-3	-4	4	0	3
O=C(NCCO)C(=O)NCC(c1cccs1)S(=O)(=O)c1ccc(F)cc1 (configuration not stated)	0.0	-8	-5	7	0	3	-1	-1	-1	2
N=c1c(S(=O)(=O)c2ccc(F)cc2)cc2c(=O)n3ccccc3nc2n1CC1CCCO1 (configuration not stated)	-0.9	-5	5	3	-79	-42	-1	-2	-62	3
CC1(C(=O)NCc2cccc3ccccc23)CCN1C(=O)C1(c2ccccc2)CC1 (configuration not stated)	0.4	-6	-2	-2	1	1	-3	0	-2	6
C#CCNC(=O)C[C@@H]1C(=O)N(CC=C)C2=CCCCC[C@]21C(=O)OC	-0.2	/	1	/	-2	2	4	0	0	-1
O=C(Cc1cccc(C(F)(F)F)c1)NCc1cccnc1	-0.3	6	-6	-4	-5	5	3	1	-4	-3
Cc1cccc(S(=O)(=O)N(C)C[C@@H]2OCc3cn(nn3)CCCC(=O)N([C@@H](C)CO)C[C@H]2C)c1	0.0	-7	5	5	0	-1	-6	0	0	0
Cc1cccc(-n2nnnc2SCC(=O)c2cc(C)n(Cc3ccco3)c2C)c1	-0.4	4	-2	0	-3	-1	-5	-1	-2	-1
Cn1c(-c2ccc3c(c2)OCO3)cnc1N	-0.9	3	5	-1	-9	-5	5	-3	1	-1
O=C(N/N=C/c1ccccc1F)NC12CC3CC(CC(C3)C1)C2	0.8	-7	0	-7	0	6	-3	5	1	-3
CC(=Nc1ccccc1)C1=C(O)C(CC(C)C)NC1=O (configuration not stated)	0.2	-9	0	-15	-1	2	4	0	-2	6
CCOc1ccc(OCC)c(NC(=O)CCS(=O)(=O)c2ccc(C)cc2)c1	0.1	2	-4	4	0	2	2	-1	0	0
COc1ccc(-c2cc(NC=O)c3ncc(-c4cnn(C)c4)n3c2)cc1	-10	11	-9	-1	-165	-116	3	-5	-26	-12

(more compounds)
SMILES	proKLK7 act	ARFGAP1 inhibitor	DDE Tn6 FP inh	ASAP1 inh	PLC-beta3 inh	PLCg1 inh	Tn7 DDE FP	UHRF1 binding	ADAM17 inh	MBD2 inh
COc1ccc(CNCCC(c2ccc(F)cc2)c2ccc(OC(C)C)cc2)cc1OC (configuration not stated)	0.6	10	-7	-2	-2	11*	-3	7	1	3
Cc1ccc(NC(=S)N2CCC(NC(=O)C3CCCCC3)CC2)cc1C	-0.5	-4	1	-1	-3	1	-4	-1	0	-2
Cc1ccc(C(=O)N/N=C/c2ccc(OC(=O)c3ccccc3Cl)cc2)cn1	-0.1	12	-6	7	-2	2	-5	-3	-2	1
COc1ccc(-c2cc(C(=O)Nc3ccc(C(N)=O)cc3)c3ccccc3n2)cc1OC	18*	11	-11	11	-284	-213	-2	7	-67	0
CC(C)NC(=O)CSc1nc2sccc2c(=O)n1-c1ccccc1	0.6	13	0	-5	-4	1	-7	1	0	1
Cc1ccc(C(=O)CCS(=O)(=O)c2ccc(F)cc2)cc1	0.2	2	8	9	-6	1	2	-2	-5	2
COc1ccc(-n2c(=O)c(CCC(=O)N3CCC(C)CC3)nc3ccccc32)cc1	0.7	-4	-1	13	-21	-16	-7	0	0	-5
Cc1ccc(C(=O)CCC(=O)NCc2ccc(Cl)cc2)cc1	0.5	-8	8	-3	-5	-5	-5	0	-2	1
CCCCC(=O)Nc1ccnc(-c2cccnc2)n1	-0.1	9	0	8	9	7	-1	0	6	-5
COCCCNC(=O)CC1C[C@H](C(=O)N2CCCCC2)[C@@]2(CCc3ccccc3)c3[nH]c4ccc(OC)cc4c3CCN2C1=O (some centres not stated)	-0.5	8	1	-3	3	2	-6	10	-1	3
O=C(Cn1cnc2ccccc21)NCc1ccccc1	-1.1	-5	12	-3	2	0	6	2	-4	4
COc1ccc(N(CC(=O)N/N=C/c2ccc(OC3CSC3)cc2)S(=O)(=O)c2ccccc2)cc1	-0.5	-10	7	12	-2	-3	4	-2	-1	4
Cc1cccc(-c2cc3nc4c(c(N5CCOCC5)n3n2)CCCC4)c1	-2.4	-9	-5	-17	-132	-94	1	0	-15	0
Cc1sc2ncnc(N3CCC(C(=O)NNC(=O)c4ccccc4Cl)CC3)c2c1C	-0.2	-5	-8	0	-9	0	4	-1	-1	0
O=[N+]([O-])c1cc(C(F)(F)F)ccc1NCCCCNS(=O)(=O)c1ccc(Cl)cc1	-0.2	-5	6	16	11*	5	-3	3	3	-8
C[C@@H]1ON(C)[C@H]2C[C@H]3c4cc(Nc5ccccc5)ccc4CCN3C[C@@H]12	0.0	6	-1	12	-2	-1	1	4	-6	5
Cc1ccc(-c2ccc(=O)n(CC(=O)NCCN3CCCCC3C)n2)cc1 (configuration not stated)	0.7	-4	-3	3	-6	0	-3	1	-8	-1
O=C(/C=C/c1cccs1)N1CCc2ccccc21	0.2	0	-5	-12	3	-2	3	-4	4	-4
O=C(/C=C/[C@H]1O[C@@H](n2cnc3c(NC(=O)c4ccccc4)ncnc32)[C@H](O)[C@@H]1O)NCC1CCCCC1	0.0	1	2	-8	0	-2	4	-2	-4	0
O=C(NC1CCCCN(Cc2ccc(Cl)cc2)C1=O)c1ccc(Cl)cc1Cl (configuration not stated)	0.2	/	-6	/	-3	0	-5	-2	1	1
COc1ccccc1/C=C1\SC(=O)N(CCC(=O)N2CCCCC2CCO)C1=O (configuration not stated)	0.0	2	0	-6	-17	-6	5	0	-6	4
Cc1cc(C)cc(NC(=S)N2CCN(c3ncc(C(F)(F)F)cc3Cl)CC2)c1	0.2	3	-1	-11	-3	2	-6	-1	-4	-3

An excerpt from further up:
SMILES	proKLK7 act	ARFGAP1 inhibitor	DDE Tn6 FP inh	ASAP1 inh	PLC-beta3 inh	PLCg1 inh	Tn7 DDE FP	UHRF1 binding	ADAM17 inh	MBD2 inh
COCCCNC(=O)CC1C[C@H](C(=O)N2CCCCC2)[C@@]2(CCc3ccccc3)c3[nH]c4ccc(OC)cc4c3CCN2C1=O (some centres not stated)	-0.5	8	1	-3	3	2	-6	10	-1	3
O=C(Cn1cnc2ccccc21)NCc1ccccc1	-1.1	-5	12	-3	2	0	6	2	-4	4
COc1ccc(N(CC(=O)N/N=C/c2ccc(OC3CSC3)cc2)S(=O)(=O)c2ccccc2)cc1	-0.5	-10	7	12	-2	-3	4	-2	-1	4
Cc1cccc(-c2cc3nc4c(c(N5CCOCC5)n3n2)CCCC4)c1	-2.4	-9	-5	-17	-132	-94	1	0	-15	0
Cc1sc2ncnc(N3CCC(C(=O)NNC(=O)c4ccccc4Cl)CC3)c2c1C	-0.2	-5	-8	0	-9	0	4	-1	-1	0
O=[N+]([O-])c1cc(C(F)(F)F)ccc1NCCCCNS(=O)(=O)c1ccc(Cl)cc1	-0.2	-5	6	16	11*	5	-3	3	3	-8
C[C@@H]1ON(C)[C@H]2C[C@H]3c4cc(Nc5ccccc5)ccc4CCN3C[C@@H]12	0.0	6	-1	12	-2	-1	1	4	-6	5
Cc1ccc(-c2ccc(=O)n(CC(=O)NCCN3CCCCC3C)n2)cc1 (configuration not stated)	0.7	-4	-3	3	-6	0	-3	1	-8	-1
O=C(/C=C/c1cccs1)N1CCc2ccccc21	0.2	0	-5	-12	3	-2	3	-4	4	-4
O=C(/C=C/[C@H]1O[C@@H](n2cnc3c(NC(=O)c4ccccc4)ncnc32)[C@H](O)[C@@H]1O)NCC1CCCCC1	0.0	1	2	-8	0	-2	4	-2	-4	0
O=C(NC1CCCCN(Cc2ccc(Cl)cc2)C1=O)c1ccc(Cl)cc1Cl (configuration not stated)	0.2	/	-6	/	-3	0	-5	-2	1	1
COc1ccccc1/C=C1\SC(=O)N(CCC(=O)N2CCCCC2CCO)C1=O (configuration not stated)	0.0	2	0	-6	-17	-6	5	0	-6	4
Cc1cc(C)cc(NC(=S)N2CCN(c3ncc(C(F)(F)F)cc3Cl)CC2)c1	0.2	3	-1	-11	-3	2	-6	-1	-4	-3

Rows were taken by chance (roughly 4.1% active in at least one column).
